Compound activity: PubChem BioAssay, National Center for Advancing Translational Sciences (NCATS)
LDHA block – qHTS assay for inhibitors of human lactate dehydrogenase; purified LDHA, NADH/diaphorase-resazurin fluorescence; hits give low values; activity change, % (values are at about 110 or 230 µM); hit rate 0.15% among 480,000; in the data active = activity change below about -30%; inconclusive = mostly about -25% to -30%;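 note: plate controls were DMSO wells for no effect and wells without enzyme for full effect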
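Resorufin fluorescence (ex540/em590), read at 0 and 20 min after diaphorase/resazurin addition, reports the NADH left after a 5 min room-temperature reaction of 2 nM human LDH5 with 0.06 mM NADH and 0.2 mM pyruvate.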
Vif-APOBEC3G blk – qHTS for Inhibitors of Vif-A3G Interactions: qHTS; hit rate 0.076% among 410,000; AID 602310, 2012; Potency, µM (top dose mostly 46.1 µM), without a hit: top-dose activity, negative = active, hits mostly inhibitors; HeLa A3G-eYFP + Vif (tagged APOBEC3G with the HIV-1 protein that degrades it), YFP fluorescence, overnight; DNA dC->dU-editing enzyme APOBEC-3G (Homo sapiens), Q9HC16;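 note: potency is the fitted concentration of half-maximal effect; % is set by controls: 0 for no effect and ±100 for the full control effect; nearly all actives have a fitted effect of over 60% in size; hits raise eYFP signal because A3G escapes Vif-driven loss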
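Read-out is eYFP fluorescence (Ex 488/Em 500-530) from Vif-expressing HeLa A3G-eYFP cells; more signal means A3G escaped Vif-mediated degradation. Cells plated overnight, compound pinned in, incubated overnight at 37 deg C.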
RGS4 inhibitor – Inhibitors of Regulator of G Protein Signaling (RGS) 4: qHTS. Regulator of G-protein signaling 4 (Homo sapiens), P49798. Transcreener GDP fluorescence polarization, RGS4-accelerated GTP hydrolysis. Potency, µM (series often up to 114 µM), without a hit: at the top dose activity change, negative = inhibition, hits mostly inhibitors. hit rate 0.039% among 390,000. AID 504845, 2011; note: potency is the fitted concentration of half-maximal effect; % is set by controls: 0 for no effect and ±100 for the full control effect; nearly all actives have a fitted effect of over 75% in size; some results filed as inactive show a strong effect at the top dose
Target sequence (P49798 whole entry, looked up): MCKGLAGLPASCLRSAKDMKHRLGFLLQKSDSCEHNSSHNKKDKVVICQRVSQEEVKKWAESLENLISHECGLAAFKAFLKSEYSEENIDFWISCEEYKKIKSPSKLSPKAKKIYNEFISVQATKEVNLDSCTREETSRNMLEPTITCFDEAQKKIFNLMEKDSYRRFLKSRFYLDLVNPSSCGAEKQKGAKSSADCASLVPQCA
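MLSMR compounds (23 nl, pin-transferred) preincubated 10 min at room temperature with a 500nM (2x) first reagent, then RGS4 at 900nM (2x) plus Transcreener GDP mix added; fluorescence polarization (620/688 nm) read before and after 90 min at 30 °C.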
Glioma ERSR ind – qHTS for Inducers of the Endoplasmic Reticulum Stress Response (ERSR) in Human Glioma: qHTS; U87-MG GRP78 promoter luciferase reporter, 16 h; Potency, µM, without a hit: top-dose activation, hits mostly activators; hit rate 0.02% among 420,000; note: potency is the fitted concentration of half-maximal effect; series mostly up to about 76 µM; % of control where 0% means no effect; nearly all actives have a fitted effect of over 35% in size
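Stably transfected U87-MG human glioma cells carrying a GRP78-based luminescent sensor were seeded at 1000 cells/well, pin-dosed with compounds and incubated 16 h. Luciferase reagent was then added, and end-point luminescence was read after 10 min at room temperature.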
USP1-UAF1 inh – Inhibitors of USP1/UAF1: Primary Screen; Ubiquitin carboxyl-terminal hydrolase 1 (Homo sapiens), O94782; recombinant USP1/UAF1, Ub-Rhodamine cleavage fluorescence; Potency, µM (doses to about 57.1 µM), for inactives: at the top dose activity change, negative = inhibition, most hits filed as inhibitors; hit rate 0.23% among 390,000; AID 743255, 2014; note: potency is the fitted concentration of half-maximal effect; % is set by controls: 0 for no effect and ±100 for the full control effect; nearly all actives have a fitted effect of over 60% in size; inactives centre near -12
Target sequence (O94782 whole entry, looked up): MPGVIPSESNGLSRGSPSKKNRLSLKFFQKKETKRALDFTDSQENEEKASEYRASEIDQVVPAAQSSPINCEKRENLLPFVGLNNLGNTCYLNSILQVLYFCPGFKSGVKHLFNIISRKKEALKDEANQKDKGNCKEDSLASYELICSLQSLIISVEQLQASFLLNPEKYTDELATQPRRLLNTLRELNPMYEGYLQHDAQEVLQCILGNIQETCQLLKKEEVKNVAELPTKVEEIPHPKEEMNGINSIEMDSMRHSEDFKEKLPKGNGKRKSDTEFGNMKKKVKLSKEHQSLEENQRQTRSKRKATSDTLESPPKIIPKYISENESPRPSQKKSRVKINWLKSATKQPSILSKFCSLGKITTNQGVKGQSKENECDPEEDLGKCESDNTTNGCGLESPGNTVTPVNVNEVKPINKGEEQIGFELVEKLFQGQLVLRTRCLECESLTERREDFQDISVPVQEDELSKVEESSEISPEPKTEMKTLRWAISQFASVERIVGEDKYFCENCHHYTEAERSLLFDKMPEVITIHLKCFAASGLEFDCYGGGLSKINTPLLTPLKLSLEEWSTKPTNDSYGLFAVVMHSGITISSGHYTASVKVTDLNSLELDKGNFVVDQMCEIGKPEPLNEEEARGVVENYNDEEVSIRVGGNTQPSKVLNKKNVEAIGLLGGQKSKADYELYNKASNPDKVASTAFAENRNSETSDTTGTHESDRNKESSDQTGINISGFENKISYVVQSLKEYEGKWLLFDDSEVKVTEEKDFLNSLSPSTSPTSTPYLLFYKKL
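In this screen, compounds sit with the deubiquitinase complex (1nM) for 15 min at room temperature before Ub-Rho is added at 150nM final. Fluorescence rise is then followed for 6 reads every 60 seconds.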
Vif-A3F inh – qHTS for Inhibitors of Vif-A3F Interactions: qHTS; Potency, µM (titrated, usually from 46.1 µM), for inactives: at the top dose activity, negative = active; hit rate 0.2% among 390,000; HeLa A3F-eYFP + Vif (tagged APOBEC3F with the HIV-1 protein that degrades it), YFP fluorescence increase; AID 602313, 2012; note: potency is the fitted concentration of half-maximal effect; % of control where 0% means no effect; nearly all actives have a fitted effect of over 65% in size
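HeLa cells stably expressing Vif plus C-terminally eYFP-tagged A3F were seeded, incubated overnight at 37 deg C, dosed with compound, incubated overnight again at 37 deg C. Yellow fluorescence (Ex 488/Em 500-530) reported blocked Vif-mediated A3F-eYFP degradation.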
rTrxR1 inhibitor – qHTS Assay for Inhibitors of Mammalian Selenoprotein Thioredoxin Reductase 1 (TrxR1): qHTS; Thioredoxin reductase 1, cytoplasmic (Rattus norvegicus), O89049; recombinant rTrxR1, NADPH fluorescence consumption, selenite substrate; Potency, µM (series often up to 114 µM), for inactives: top-dose activity change, negative = inhibition, usual class: inhibitors; hit rate 1% among 390,000; AID 588453, 2011; note: potency is the fitted concentration of half-maximal effect; % is set by controls: 0 for no effect and ±100 for the full control effect; nearly all actives have a fitted effect of over 65% in size
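Rat TrxR1 (90 nM in the dispensed reagent) was pre-reduced with 400 uM NADPH for 5 min at room temperature, then incubated with compound for 15 min. After 400 uM selenite was added, NADPH fluorescence (Ex 340/Em 450 nm) was followed for 8 min.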
TrxR1 substrate – qHTS Assay for Substrates of Mammalian Selenoprotein Thioredoxin Reductase 1 (TrxR1): qHTS; Thioredoxin reductase 1, cytoplasmic (Rattus norvegicus), O89049; Potency, µM (series often up to 114 µM), inactives show top-dose activity change, negative = substrate turnover; hit rate 0.01% among 390,000; purified TrxR1 substrate turnover, NADPH consumption readout; note: potency is the fitted concentration of half-maximal effect; % is set by controls: 0 for no effect and ±100 for the full control effect; nearly all actives have a fitted effect of over 50% in size
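Rat TrxR1, dispensed at 90 nM, was prereduced with 400 uM NADPH (final) for 5 min at ~22 deg C, then incubated with compound 15 min before 400 uM selenite. A first-read NADPH fluorescence drop versus no-compound background flagged substrates.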
mIDH1 inhibitor – qHTS for Inhibitors of mutant isocitrate dehydrogenase 1 (IDH1): qHTS. Isocitrate dehydrogenase [NADP] cytoplasmic (Homo sapiens), O75874. IDH1-R132H enzyme, NADPH consumption, diaphorase/resazurin fluorescence. Potency, µM (top dose mostly 76.6 µM), for inactives: at the top dose activity change, negative = inhibition, actives largely listed as inhibitors. hit rate 0.093% among 390,000; note: potency is the fitted concentration of half-maximal effect; % is set by controls: 0 for no effect and ±100 for the full control effect; nearly all actives have a fitted effect of over 65% in size
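IDH1-R132H (0.5 ug/mL) preincubated 30 min with compound, then NADPH (0.016 mM) and alpha-KG (2 mM) added; 80 min at RT, pH 7.5. Remaining NADPH coupled via diaphorase/resazurin to fluorescence (540/590 nm); concentration-response curves normalized to no-enzyme control.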
Numbers without * were called inactive; ? = inconclusive; & = joins results of further samples; [ ] = remark or other dose. Unless noted, calls come from the whole dose curve; as a rule, active = well fitted curve in the direction sought with a large enough effect; inconclusive = small, poorly fitted or top-dose-only effect, or another doubt; inactive = no such curve, though single readings can be large; an effect the other way counts as inactive or inconclusive.

compound,LDHA block,Vif-APOBEC3G blk,RGS4 inhibitor,Glioma ERSR ind,USP1-UAF1 inh,Vif-A3F inh,rTrxR1 inhibitor,TrxR1 substrate,mIDH1 inhibitor
Cc1nc2ccn(Cc3ccccc3)c(=O)c2cc1C(=O)N1CCN(c2ccc(F)cc2)CC1,-3&1,-1%&6%,24%[11.4 µM],-2%&0%,-15%&-17%,1%&-6%,-6%,-4%,-4%&16%
O=C(CSc1nc2ccccc2c(=O)n1CC1CCCO1)Nc1ccccc1Cl (stereo unspecified),-6,-6%,11%,-3%,-20%,-7%,13%[57.1 µM],8%[0.0914 µM],-5%
Cc1ccc(S(=O)(=O)n2nc(OC(=O)c3ccco3)cc2N)cc1,2,-1%,-34%,-7%,-21%,-4%,?,24%[57.1 µM],4%
Cn1c(NC(=O)c2ccco2)c(-c2ccccc2)c(=O)c2ccccc21,-5&2,0%,24%,-3%,-21%,6%,4%[57.1 µM],10%[57.1 µM],1%
S=C(NCc1ccco1)N1CCN(c2nc(-c3ccc(Cl)cc3)cs2)CC1,-6,2%,-12%,0%,-26%,3%,10%[57.1 µM],8%[57.1 µM],-8%
Cc1nnc(SC(C)C(=O)Nc2c(C)n(C)n(-c3ccccc3)c2=O)n1N (stereo unspecified),-1,0%,-19%,-3%,-7%,-6%,9%[57.1 µM],3%[57.1 µM],-8%
O=C(c1ccc(Cl)cc1)c1cnc(Nc2ccccc2Cl)s1,-3,1%,-1%,4%,-9%,-1%,9%[57.1 µM],2%[57.1 µM],5%
O=C(Cc1ccccc1)N1CCN(S(=O)(=O)c2ccc([N+](=O)[O-])cc2)CC1,-22,10%,13%,-3%,-2%,-1%,?,-4%,-9%
COC(=O)c1ccc(NC(=O)Nc2ccc(OC)c(OC)c2)cc1,2,-3%,31%,-2%,-8%,-3%,-1%,-3%,-3%
CCNS(=O)(=O)c1ccc(-c2ccc(-n3cnnn3)cc2)cc1,-4,5%,?,-3%,-23%,6%,22%[57.1 µM],11%[57.1 µM],0%
COc1ccc(CCN2C(=O)CC(Nc3ccc(N4CCOCC4)cc3)C2=O)cc1OC (stereo unspecified),18,-7%,-23%,-1%,-7%,-1%,?,2%[57.1 µM],9%
CCOC(=O)c1ccc(NC(=O)CCc2nc(-c3ccccc3Cl)no2)cc1,-2,-16%,-9%,-5%,-11%,-6%,3%,-7%,-4%
CCOC(=O)c1cccc(NC(=O)c2ncoc2-c2ccco2)c1,-10,0%,12%,1%,-15%,-3%,2%[57.1 µM],-8%[57.1 µM],4%
CC(C)(CNC(=O)c1cccs1)CNC(=O)c1cccs1,-2,-9%,18%,-2%,-2%,-18%,-5%[57.1 µM],3%[57.1 µM],-7%
COC1=C(Br)C(=O)c2ncccc2C1=O,40,-18%,?,-13%,0.89µM*,11µM*,?,5%[11.4 µM],28%
C#CCOCCOCCOCCNc1nc(N2CCN(C(=O)CCCCCCCCCCNC(=O)Cn3cc(CCCCCN)nn3)CC2)nc(N2CCN(C(=O)CCCCCCCCCCNC(=O)Cn3cc(CCCCCN)nn3)CC2)n1,-1,-6%,-49%,-3%,-21%,-6%,11µM*,4%,-1%[38.3 µM]
CC(OC(=O)CC1Sc2ccccc2NC1=O)C(=O)N(C)Cc1ccccc1 (stereo unspecified),-6,1%,-24%,7%,-9%,2%,16%[57.1 µM],4%[57.1 µM],3%
CC(C)CCN(C(=O)c1cn2ccccc2n1)c1c(N)n(Cc2ccccc2)c(=O)[nH]c1=O,-4,0%,-26%,3%,-6%,-24%,8%,1%,-6%
O=C(/C=N/O)NCc1cccnc1,0,0%,10%,-3%,-4%,6%,21%,6%,-1%
CC(=O)c1ccc(NC(=O)c2cnn(-c3cccc(F)c3)c2-n2cccc2)cc1,-5,-4%,-8%,-2%,-24%,0%,3%[57.1 µM],-3%[57.1 µM],-5%
CCNC(=O)CN(CCc1ccccc1)S(C)(=O)=O,-2,0%,9%,2%,-15%,-1%,-2%,6%,5%
CC(C)CCN1CCN(Cc2ccc(C#CCCO)cc2)CC1CCO (stereo unspecified),-3,-1%,16%,-5%,-18%,7%,12%[11.4 µM],9%[57.1 µM],-3%
COCc1cc(C)nc2sc3c(c12)NC(c1ccccc1C(=O)O)N(c1ccc(OC)cc1)C3=O (stereo unspecified),0,-1%,8%,-1%,-10%,6%,8%,-8%,-23%
Cc1ccc(C)c(OCC(=O)O/N=C(\N)c2ccccn2)c1,1,-11%,13%,?,-7%,3%,2%,1%,2%
O=C(Nc1cccc(-c2csc(-c3ccccc3)n2)c1)c1cccs1,2,2%,-13%,4%,-21%,0%,-4%,8%,3%

(list continues)
compound,LDHA block,Vif-APOBEC3G blk,RGS4 inhibitor,Glioma ERSR ind,USP1-UAF1 inh,Vif-A3F inh,rTrxR1 inhibitor,TrxR1 substrate,mIDH1 inhibitor
COc1ccc(C(=O)N2CC3(C)CC2CC(C)(C)C3)cc1OC (stereo unspecified),-4,-1%,65%[activator],-3%,-4%,2%,18%[57.1 µM],21%[57.1 µM],8%
COc1cc(NC(=O)c2cc(-c3ccc4c(c3)OCO4)on2)cc(OC)c1OC,-3&5,-14%&-8%,-17%&-30%,7%&-4%,-19%&-25%,0%&-1%,0%&-1%,2%&-1%,4%&9%
O=C(Cn1cncn1)N/N=C/c1cccc(Cl)c1,-2,2%,-13%,-2%,-14%,-15%,9%[57.1 µM],-21%[57.1 µM],3%
Cc1ccc(C)c(NC(=S)NCCCN2CCOCC2)c1,-11,0%,7%,3%,?,-11%,21%[57.1 µM],-5%,14%
O=C(O)c1ccccc1NS(=O)(=O)c1cccc(C(F)(F)F)c1,5,2%,-16%,1%,-2%,0%,7%,4%[57.1 µM],-5%
C/C(=N\NC(=O)c1nn(C)c(C)c1Br)c1ccc(NC(=O)C2CCCC2)cc1,0,-4%,20%,5%,-27%,1%,12%,9%,-3%
NC(=NCCc1c[nH]c2ccccc12)NS(=O)(=O)c1ccc(F)cc1,-1,0%,-9%,-5%,-1%,-3%,0%,-4%,2%
Cc1cc(C)c(OCC(=O)N(Cc2ccc(N(C)C)cc2)CC2CCCO2)c(C)c1 (stereo unspecified),6,-1%,-2%,-3%,-11%,-7%,17%,0%,7%
COc1ccc(NC(=O)Cn2nnc(C(=O)NCc3ccccc3Cl)c2N)cc1Cl,-22,-3%,20%,1%,?,6%,15%,0%,0%
COc1ccc2nc(Nc3sc4c(c3C(N)=O)CCCC4)sc2c1,-1,?,?,6%,-14%,?,14µM*,-8%,0%
CCCCOc1ccc(C(=O)N/N=C/c2ccc(OCCN3CCCCC3)c(OC)c2)cc1,-1,-23%,4%,-9%,0%,?,-5%,-8%,-7%

Entries listed above marked active in rTrxR1 inhibitor.
Molecule	LDHA block	Vif-APOBEC3G blk	RGS4 inhibitor	USP1-UAF1 inh	rTrxR1 inhibitor	TrxR1 substrate
C#CCOCCOCCOCCNc1nc(N2CCN(C(=O)CCCCCCCCCCNC(=O)Cn3cc(CCCCCN)nn3)CC2)nc(N2CCN(C(=O)CCCCCCCCCCNC(=O)Cn3cc(CCCCCN)nn3)CC2)n1	-1	-6%	-49%	-21%	11µM*	4%
COc1ccc2nc(Nc3sc4c(c3C(N)=O)CCCC4)sc2c1	-1	?	?	-14%	14µM*	-8%

Reformatted: 2 of the compounds above.
Cc1ccc(C)c(NC(=S)NCCCN2CCOCC2)c1
  LDHA block: -11
  Vif-APOBEC3G blk: 0%
  RGS4 inhibitor: 7%
  Glioma ERSR ind: 3%
  USP1-UAF1 inh: ?
  Vif-A3F inh: -11%
  rTrxR1 inhibitor: 21%[57.1 µM]
  TrxR1 substrate: -5%
  mIDH1 inhibitor: 14%
O=C(O)c1ccccc1NS(=O)(=O)c1cccc(C(F)(F)F)c1
  LDHA block: 5
  Vif-APOBEC3G blk: 2%
  RGS4 inhibitor: -16%
  Glioma ERSR ind: 1%
  USP1-UAF1 inh: -2%
  Vif-A3F inh: 0%
  rTrxR1 inhibitor: 7%
  TrxR1 substrate: 4%[57.1 µM]
  mIDH1 inhibitor: -5%

This is a subset, so the mix of outcomes need not match the whole.
